# Screening data: PubChem, National Center for Advancing Translational Sciences (NCATS)
# Menin MLL FP TR: menin-MLL binding inhibition, Texas Red mutant peptide; 0.23% of 270,000 active; Menin + Texas Red MLL mutant peptide, fluorescence polarization; Potency, µM (doses to about 61.6 µM), without a hit: top-dose FP activity change, negative = inhibition, most hits filed as inhibitors; AID 1768; active means well fitted inhibition curve with a large enough effect in the polarisation, with a control signal flat, not every such curve was filed as active; inconclusive means small, poorly fitted or top-dose-only effect, or effect the other way, or a change in a side signal; inactive means no such curve, though single readings can be large or run the other way; the % refers to the polarisation; further: potency means the concentration at half of the fitted maximal effect; % of control where 0% means no effect; many of its hits are not listed in these tables
# Tb PFK inh: inhibitors of T. brucei phosphofructokinase. O15648. T. brucei PFK, ADP-Glo luminescence. Potency, µM (titrated, usually from 57.5 µM), inactives show at the top dose activity, negative = inhibition, usual class: inhibitors. 0.17% of 330,000 active;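 further: potency means the concentration at half of the fitted maximal effect; 0% = uninhibited 1x PFK enzyme wells and -100% = no-enzyme wells; nearly all actives have a fitted effect of over 60% in size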
#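 PFK 1.25 nM, F6P 0.5 mM, ATP 0.1 mM, 0.1 M TEA pH 8.0, 5 mM MgCl2, 0.01% Tween20, 0.1% BSA; 45 min RT. ADP-Glo readout. qHTS titration up to 57 uM; curves fitted, compounds curve-classed.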
# Chronic BCR inh: chronic active BCR signaling inhibition | AID 493014 | Potency, µM (doses to about 46.1 µM), without a hit: top-dose ratio change, negative = lower green/red ratio, actives largely listed as inhibitors | ABC-DLBCL IkBa-CBG/CBR reporter, luminescence ratio, 4 h | 0.05% of 340,000 active; active means well fitted inhibition curve with a large enough effect in the signal ratio, with a control signal flat, not every such curve was filed as active; inconclusive means small, poorly fitted or top-dose-only effect, or effect the other way, or a change in a side signal; the % refers to the signal ratio;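 further: potency means the concentration at half of the fitted maximal effect; plate controls were basal doxycycline-induced cells for no effect and cells given 10 µM MG132 for full effect; MG132 reads +100%, hits lower the ratio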
#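 Cell line TMD8 (human ABC DLBCL), stably expressing tet-inducible CBG68-IkBa fusion and CBR; IMDM/0.5% FBS; cpd up to 46 uM; dox induction, 4 h, 37C/5% CO2; dual luminescence; green/red ratio; MG132 control.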
# PKM2 act: PKM2 (human) enzyme activation; AID 1631; purified PKM2, Kinase-Glo ATP luminescence, activation; response scale: 0% is enzyme alone, no compound; P14618; Potency, µM (highest dose often 57.5 µM), for the others: top-dose activation, most hits filed as activators; 0.34% of 260,000 active; further: potency means the concentration at half of the fitted maximal effect; on the % scale 0 is the no-effect control and ±100 the full control effect; nearly all actives have a fitted effect of over 55% in size
#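 Kinase-Glo luminescence reports ATP generated from ADP (0.1 mM) and PEP (0.5 mM) by purified hPK-M2 after 1 h at room temperature, pH 7.2 imidazole buffer; intermediate enzyme activity allows detecting inhibitors and activators.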
# Giardia kill: Giardia lamblia killing. Giardia lamblia trophozoite viability. activity change, % at 7.66 µM, hits read low. 0.15% of 340,000 active. AID 540267; in the data active means activity change below about -80%; inconclusive means between about -30% and that limit;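 further: parasites exposed to compound for two days anaerobically before the ATP read; on the % scale 0 is the no-effect control and ±100 the full control effect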
#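 Luminescence from cellular ATP indicates surviving trophozoites (100 cells/well) following 48 hrs anaerobic compound treatment at 37 deg C; signal develops 15-30 min at room temperature.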
# GALK inhibitor: inhibitors of human galactokinase; Potency, µM (highest dose often 57.5 µM), for inactives: at the top dose activity change, negative = inhibition, usual class: inhibitors; 0.007% of 270,000 active; Purified GALK, Kinase-Glo residual ATP luminescence; P51570; further: potency means the concentration at half of the fitted maximal effect; on the % scale 0 is the no-effect control and ±100 the full control effect
#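 Compounds were pin-transferred into ATP buffer (35 uM final), then GALK plus galactose (5 nM, 100 uM final) was added. After 1 h at room temperature, Kinase-Glo Plus was added and luminescence read after 10 min.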
# TSG101-PTAP inh: blocks PTAP/TSG101 interaction to inhibit HIV-1 budding | Potency, µM (top dose mostly 115 µM), inactives show top-dose activity change, negative = inhibition, usual class: inhibitors | 340,000 tested, under 10 active | Q99816 | Fluorescence polarization, FITC-PTAP peptide / Tsg101 binding; active means well fitted inhibition curve with a large enough effect in the main read-out, with a control signal flat, not every such curve was filed as active; inconclusive means small, poorly fitted or top-dose-only effect, or effect the other way, or a change in a side signal; inactive means no such curve, though single readings can be large or run the other way; further: potency means the concentration at half of the fitted maximal effect; % of control where 0% means no effect
# Target sequence (Q99816 whole entry, looked up): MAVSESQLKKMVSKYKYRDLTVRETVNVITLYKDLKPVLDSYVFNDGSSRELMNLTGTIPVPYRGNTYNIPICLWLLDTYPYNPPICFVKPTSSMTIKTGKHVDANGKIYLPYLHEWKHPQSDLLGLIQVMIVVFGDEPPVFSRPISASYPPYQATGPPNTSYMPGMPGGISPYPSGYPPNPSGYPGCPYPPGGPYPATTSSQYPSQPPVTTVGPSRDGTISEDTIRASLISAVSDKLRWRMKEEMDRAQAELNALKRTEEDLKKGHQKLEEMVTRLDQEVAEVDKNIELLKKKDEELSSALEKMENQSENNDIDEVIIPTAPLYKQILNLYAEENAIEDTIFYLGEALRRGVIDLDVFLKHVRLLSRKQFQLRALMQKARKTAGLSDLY
#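 FP read-out: FITC-PTAP peptide, 50 nM final, binding Tsg101 binding domain, 10 uM final; 20 min, r.t.; 10 mM HEPES pH 7.5, 0.15 M NaCl, 0.01% Tween 20, 3 mM EDTA, 0.1 mM TCEP.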
# B2AR arrestin: recruits beta-arrestin to the human beta2-adrenergic receptor | P07550 | 0.02% of 330,000 active | AID 492947 | Potency, µM (highest dose often 46.1 µM), without a hit: top-dose activation, usual class: activators | beta-arrestin recruitment to beta2AR, cell-based reporter;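 further: potency means the concentration at half of the fitted maximal effect; 0% = DMSO controls and full agonism = EC100 isoproterenol or metaproterenol; nearly all actives have a fitted effect of over 65% in size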
# ASM inhibitor: blocks human secretory acid sphingomyelinase; P17405; AID 504937; Potency, µM (top dose mostly 57.5 µM), for the others: at the highest dose activity change, negative = inhibition, most hits filed as inhibitors; placental ASM, HMU-PC fluorogenic substrate, 60 min; 0.006% of 340,000 active; further: potency means the concentration at half of the fitted maximal effect
# Target sequence (P17405 47-631 limits assumed): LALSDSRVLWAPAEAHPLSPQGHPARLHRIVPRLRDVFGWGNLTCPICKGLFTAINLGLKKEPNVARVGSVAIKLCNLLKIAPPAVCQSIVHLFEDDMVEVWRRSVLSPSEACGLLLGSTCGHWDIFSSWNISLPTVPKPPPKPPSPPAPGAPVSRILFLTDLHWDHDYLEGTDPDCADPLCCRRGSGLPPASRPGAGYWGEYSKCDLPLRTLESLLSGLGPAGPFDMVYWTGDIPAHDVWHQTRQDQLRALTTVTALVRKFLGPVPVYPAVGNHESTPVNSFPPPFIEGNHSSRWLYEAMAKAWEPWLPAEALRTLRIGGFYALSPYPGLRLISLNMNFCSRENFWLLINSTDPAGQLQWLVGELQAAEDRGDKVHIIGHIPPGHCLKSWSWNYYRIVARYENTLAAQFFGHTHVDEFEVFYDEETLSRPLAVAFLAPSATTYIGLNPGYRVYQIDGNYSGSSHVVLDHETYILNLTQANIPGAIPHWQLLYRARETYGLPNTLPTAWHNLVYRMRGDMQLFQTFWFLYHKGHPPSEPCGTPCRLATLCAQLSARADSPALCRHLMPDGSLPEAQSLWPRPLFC
#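 Fluorescence read-out (Ex 386 nm, Em 447 nm) after stopping the reaction at pH 10. Enzyme: ASM from human placenta; substrate HMU-PC0, 9 uM final; 60 min, 37 °C. Compound preincubation 10 min, ambient temperature.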
# FBPA coupling cs: counter-screen for Giardia aldolase inhibitors: coupling enzyme system | activity change, negative = inhibition, % at 58.2 µM, hits read low | 0.67% of 290,000 active | coupling enzyme system counterscreen, AmpLite Red fluorescence | AID 2472; in the data active means activity change below about -30%; further: on the % scale 0 is the no-effect control and ±100 the full control effect
#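 Fluorescence at 525 nm excitation and 598 nm emission measured inhibition of the coupled detection system without aldolase. Compounds (at 57.5 uM final) were preincubated 10 min at room temperature with coupling enzyme reagent before a 20 min substrate/AmpLite Red step.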
# a7 integrin act: activates integrin-mediated alleviation for muscular dystrophy | alpha7betagal myoblasts, beta-gal FDG fluorescence, 48 h | Potency, µM (series often up to 38.3 µM), for inactives: at the top dose activation, hits mostly activators | 0.064% of 350,000 active | AID 624291;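 further: potency means the concentration at half of the fitted maximal effect; 100% = response of the positive control SU9516; nearly all actives have a fitted effect of over 60% in size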
#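 Alpha7betagal+/- myoblasts (passage 13) were plated 16-24 hr, then exposed to compounds (1:260 dilution of DMSO stock) for 48 hours at 37C. After MPER lysis, β-galactosidase reporter activity was read as FDG fluorescence (ex 480/em 540) after 30 minutes.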
# Active calls of the source: *; ? = inconclusive; nt = no result given; & = joins results of further samples; [ ] = remark or other dose. Unless noted, the call rests on the fitted dose curve; in most records, active means well fitted curve in the direction sought with a large enough effect; inconclusive means small, poorly fitted or top-dose-only effect, or another doubt; inactive means no such curve, though single readings can be large; an effect the other way counts as inactive or inconclusive. An excerpt; the hit share may differ from the screen's.
SMILES,Menin MLL FP TR,Tb PFK inh,Chronic BCR inh,PKM2 act,Giardia kill,GALK inhibitor,TSG101-PTAP inh,B2AR arrestin,ASM inhibitor,FBPA coupling cs,a7 integrin act
COc1ccccc1-c1nnc(NC(=O)c2ccc(S(=O)(=O)N3CCCC3)cc2)o1,nt,4%,?,5%,-7,-6%,-4%,-0.2%,3%,nt,-45%[inhibitor]
Fc1ccc(/C=N/NC(=S)NCCc2ccccc2)cc1F,-8%,5%,?,8%,25,7%,5%,3.3%,-5%,0,6%
Nn1c(SCC(=O)NC2CCCc3ccccc32)nnc1C1CC1 (stereo not drawn),nt,-9%,0%,nt,-8,nt,-1%,0.0%,-1%,nt,-8%
CCNCCOC(c1ccccc1)c1ccccc1,-2%,1%,-19%,-1%,4,-1%,-4%,-0.2%,3%,3,-12%
O=C(Cc1cccs1)Nc1ccc(NC(=O)c2ccco2)cc1,-28%,nt,nt,1%,-21,2%,-6%,nt,-3%,2,14%[7.66 µM]
CC1(C)CC(=O)c2cc(C(=O)N3CCCC(C)(C)C3)c(=O)n(-c3ccccc3)c2C1,-3%,-4%,-1%,-4%,-22,-1%,-1%,0.1%,0%,0,-4%
O=C(Nc1nnc(C2CC2)s1)c1ccccn1,-27%,-9%,?,-19%,-9,1%,1%,-0.2%,-1%,-30,-23%[7.66 µM]
O=C(Nc1cccc([N+](=O)[O-])c1)c1cccc(C(=O)Nc2cccc([N+](=O)[O-])c2)c1,?,2%,-16%,2%,-18,1%,2%,-0.5%,-6%,0,23%
CCCn1c(N)c(N(CCOC)C(=O)CSc2ccccc2)c(=O)[nH]c1=O,nt,-3%,?,nt,-11,nt,-1%,-2.1%,5%,nt,?
O=C(CSc1ncccn1)Nc1ccc(Cl)c(S(=O)(=O)N2CCOCC2)c1,nt,-5%,4%,nt,6,nt,-3%,-0.6%,-2%,nt,-20%
O=C1C(=O)c2ccccc2C(O)=C1CCCCl,nt,-2%,?,-8%,?,-2%,-2%,-0.8%,-1%,-50*,?
CCOC(=O)c1cnc2c(C)c(Cl)ccc2c1NCCCN1CCOCC1,-15%,1%,6%,0%,3,6%,0%,-1.3%,12%,-1,-29%
Cc1cc(C)cc(Nc2nc(-c3ccc(S(=O)(=O)N4CCCC4)cc3)cs2)c1,-26%,3%,17%,-6%,-3,0%,-10%,-0.5%,134%[activator],2,9%
COc1ccc(CC(=O)OCC(=O)Nc2ccc(N3CCOCC3)cc2)cc1,nt,6%,-15%,13%,5,-2%,1%,0.3%,5%,-24,3%
Cc1cccc(N2CCN(C(=O)CNC(=O)c3cccc([N+](=O)[O-])c3)CC2)c1C,-16%,2%,-3%,0%,13,7%,-7%,0.0%,-3%,-1,-11%
CCOc1ccccc1NC(=O)N1CCC(NC(=O)c2cccc(C)c2)CC1,-14%,-2%,?,2%,-17,2%,-4%,-0.3%,-1%,4,-15%
COc1ccc(S(=O)(=O)N2CCOCC2)cc1NC(=O)CN(C)Cc1c(F)cccc1Cl,10%,1%,1%,2%,-11,2%,2%,-0.2%,4%,-2,-20%
O=C(CSc1cccc[n+]1[O-])c1cc2ccccc2o1,-10%,-10%,?,-1%,-8,1%,-4%,?,2%,0,-6%
CCC1(c2ccccc2)NC(=O)N(CC(=O)NCC2COc3ccccc3O2)C1=O (stereo not drawn),nt,3%,-8%,nt,4,nt,-1%,-0.1%,2%,nt,6%
CCCCNc1c(-c2ccc(OC)c(SC3CCCCC3)c2)nc2ccc(Cl)cn12,nt,0%,?,nt,2,nt,0%,-0.3%,41%,nt,3%
CC(=O)Nc1nc(-c2ccc3c(c2)CCN3S(C)(=O)=O)cs1,?,-10%,1%,-20%,16,0%,0%,-0.2%,4%,-2,6%
CN1CCN(CC(=O)N2c3ccccc3C(C)(c3ccccc3)CC2(C)C)CC1 (stereo not drawn),-21%,1%,5%,-2%,-7,2%,-2%,-0.2%,-2%,-2,-8%
CCC(c1nnc(SCC(=O)Nc2ccc(C(C)=O)cc2)n1C1CCCCC1)N(C)C (stereo not drawn),-13%,2%,-4%,-6%,0,0%,-3%,0.1%,3%,0,-16%
O=C(Nc1nnc(SCC(=O)N2CCCC2)s1)C1CC(=O)N(c2ccc(F)cc2)C1 (stereo not drawn),nt,-25%,-17%,nt,3,-7%,0%,0.1%,1%,nt,18%
CC(C)c1ccc(C2C(C#N)=C(N)Oc3c2oc(CO)cc3=O)cc1 (stereo not drawn),-3%,1%,2%,0%,-21,-1%,-2%,-0.8%,-5%,1,-22%
O=C(NC1CCCCC1)n1c(=O)oc2ccc(Cl)cc21,13%,0%,4%,-1%,4,1%,-6%,-0.5%,-1%,3,9%
CCCCN(CC)C(=O)Cn1c(=O)sc2ccccc21,nt,4%,7%,0%,-1,-2%,-1%,0.0%,4%,4,19%
Cc1ccc(S(C)(=O)=NC(=O)NC(=O)c2c(Cl)cccc2Cl)cc1 (stereo not drawn),nt,2%,4%,-3%,2,-4%,-2%,-0.4%,2%,2,4%
O=C(C1CCN(S(=O)(=O)c2ccccc2)CC1)N1CCCCCC1,nt,2%,?,0%,-15,8%,nt,-0.3%,-1%,nt,-5%
CCC(=O)C1CCCN(C(=O)CCc2nnc(-c3ccc(C(C)=O)s3)o2)C1 (stereo not drawn),7%,0%,9%,2%,-14,-2%,-10%,0.5%,0%,3,-20%
CCOC(=O)C1=C(N)Oc2ccc3ccccc3c2C1c1cccnc1 (stereo not drawn),0%,5%,?,0%,-18,-2%,-5%,0.1%,-4%,0,-28%
CCOC(=O)Cn1cnc([N+](=O)[O-])n1,4%,nt,nt,-2%,-9,1%,-2%,nt,1%,-4,0%
Cc1cccc(OCC(=O)N/N=C\C=C\c2ccc3c(c2)OCO3)c1C,?,0%,4%,-3%,-11,-2%,-1%,0.3%,8%,0,20%
CCCc1ccc(OCC(O)CN2CCCC2)cc1 (stereo not drawn),-2%,2%,-3%,1%,9,-7%,0%,0.4%,3%,4,-48%[inhibitor]
O=C(Cn1cnc2c(nnn2Cc2ccc(Cl)cc2)c1=O)NCC1CCCO1 (stereo not drawn),15%,-5%,-4%,-5%,13,1%,nt,-1.5%,3%,2,-22%
COc1ccccc1-n1c(C)nnc1SCC(=O)Nc1cc(C)cc(C)c1,-1%,nt,nt,-17%,-10,-1%,-3%,nt,0%,3,-7%
COc1cc2oc(=O)ccc2cc1-c1c(OC)ccc2ccc(=O)oc12,nt,-18%,-2%,nt,-15,nt,-1%,-0.6%,4%,nt,0%
O=C(N/N=C/C1CC=CCC1)c1ccc(Cl)cc1O (stereo not drawn),11%,-1%,?,2%,-11,0%,-1%,-0.1%,1%,1,11%
COc1ccc(-c2nnc(SCC(=O)Nc3cc(F)ccc3C)o2)cc1,13%,0%,?,-4%,1,2%,3%,0.2%,-4%,-2,-7%
CC(C)=CC(=O)N1CCC(n2nccc2NC(=O)CCc2ccccc2)CC1,nt,-1%,-4%,nt,6,2%,1%,-0.5%,2%,nt,?
CCN(CC)CC(=O)Nc1c(C)cc(C(C)(C)C)cc1C,-9%,2%,-1%,-4%,36[activator],1%,0%,0.0%,-1%,-5,-1%
CCOc1cc(C2C3=C(CCCC3=O)N(CC(=O)O)C3=C2C(=O)CCC3)ccc1OC,-7%,4%,3%,0%[11.5 µM],14,-2%,-6%,-0.4%,11%,-2,-39%
CCC1=C2CC[C@H]3C(=O)N(CC)C(=O)[C@H]3[C@H]2[C@@]2(Cc3ccccc3)C(=NCCOC)OC(=O)N2C1=O,3%,-5%,1%,2%&1%,-10,2%,-4%,-0.4%,4%,9&0,-4%
Cc1ccccc1C(=O)O[C@H]1[C@H](Cc2ccccc2)NS(=O)(=O)[C@H]2CC3C=C[C@]12O3,nt,-2%,-2%,nt,3,nt,-3%,5.8%,-10%,nt,-7%
NNC(=O)c1sccc1OCc1ccc(Cl)cc1,?,-5%,-2%,24%,-2,-1%,0%,0.0%,4%,0,-6%
O=C(COc1ccc2c3c(c(=O)oc2c1)CCCC3)NCc1ccncc1,nt,-2%,7%,nt,-18,1%,-3%,0.2%,-2%,nt,-19%
COCCNC(=O)CN1C(=O)COc2ccc(S(=O)(=O)N3CCCCCC3)cc21,nt,-4%,18%,nt,17,8%,-6%,0.0%,0%,nt,26%
Cc1oc(/C=N/NC(=O)CC2(C)OCCO2)cc1Br,-5%,6%,1%,-1%,-16,0%,1%,-1.6%,4%,2,-8%
